KB-V1 cytotox: kills drug-selected multidrug resistant KB-V1 cells; KB-V1 MDR cells viability, CellTiter-Glo, 72 h; Potency, µM (series often up to 46.1 µM), for inactives: at the highest dose activity change, negative = cytotoxicity, most hits filed as cytotoxic; 400,000 tested, 3.4% active; note: potency is the fitted concentration of half-maximal effect; % is set by controls: 0 for no effect and ±100 for the full control effect; nearly all actives have a fitted effect of over 60% in size
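Potencies derive from concentration-effect curves fitted to normalized luminescence (CellTiter-Glo) of KB-V1 cells treated for 72 h at 37 degrees C in phenol-red-free DMEM containing 10% FBS.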
HEK293 tox: cytotoxicity in counter-screen for GLP-1R inverse agonists; 410,000 tested, 0.13% active; Potency, µM (top dose mostly 38.3 µM), for the others: top-dose activity change, negative = inhibition, hits mostly inhibitors; HEK293 cAMP-luciferase reporter cells, luminescence, 24 h;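 note: loss of luciferase light is scored as toxicity; potency is the fitted concentration of half-maximal effect; % is set by controls: 0 for no effect and ±100 for the full control effect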
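1536-well qHTS counterscreen of the MLSMR; 200 cells/uL, 12 h pre-incubation, 23 nL cpd, 24 h at 37 deg C 5% CO2, luciferase detection reagent, 12 min RT, luminescence. Inhibition = undesired.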
PTHR1 ag: activates the human parathyroid hormone receptor PTHR1; Q03431; HEK293 GP2 PTHR1 cells, GloSensor cAMP luminescence, 1 h; Potency, µM (titrated, usually from 115 µM), without a hit: at the top dose activation, most hits filed as activators; 410,000 tested, 0.075% active; note: potency is the fitted concentration of half-maximal effect; nearly all actives have a fitted effect of over 55% in size; some results filed as inactive show a strong effect at the top dose; inactives centre near -15; many of its hits are not listed in these tables
Target sequence (Q03431 whole entry, looked up): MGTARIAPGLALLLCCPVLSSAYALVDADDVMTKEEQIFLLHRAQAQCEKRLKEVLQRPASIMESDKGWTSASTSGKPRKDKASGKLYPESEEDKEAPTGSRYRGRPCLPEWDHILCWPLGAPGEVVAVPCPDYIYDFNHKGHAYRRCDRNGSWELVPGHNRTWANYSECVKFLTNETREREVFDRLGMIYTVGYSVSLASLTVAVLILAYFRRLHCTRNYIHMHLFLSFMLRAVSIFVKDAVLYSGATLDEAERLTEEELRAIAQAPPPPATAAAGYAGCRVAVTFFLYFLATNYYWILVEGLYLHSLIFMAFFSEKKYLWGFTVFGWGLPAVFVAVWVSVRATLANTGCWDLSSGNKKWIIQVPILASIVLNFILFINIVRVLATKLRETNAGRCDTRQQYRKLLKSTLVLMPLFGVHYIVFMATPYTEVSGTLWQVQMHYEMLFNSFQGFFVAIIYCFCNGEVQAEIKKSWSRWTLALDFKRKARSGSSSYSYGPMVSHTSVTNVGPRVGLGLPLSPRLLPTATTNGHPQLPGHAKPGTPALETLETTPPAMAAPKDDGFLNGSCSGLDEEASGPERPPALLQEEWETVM
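HEK-293-derived GP2 cells expressing PTHR1 and a GloSensor cAMP reporter, 3,000/well, plated overnight, given luciferin plus IBMX (each 0.5 mM as added) for 1 h at 37 °C, then compound for 1 h at 37 °C. Luminescence was read after 15 min at room temperature.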
GLP-1R inv ag: inverse agonists of human GLP-1 receptor; P43220; HEK293 GLP-1R CRE-luciferase, luminescence, 24 h; GLP-1R form is constitutively active; Potency, µM (top dose mostly 38.3 µM), for inactives: top-dose activity change, negative = inhibition, actives largely listed as inhibitors; 410,000 tested, 1.6% active; AID 624417; note: potency is the fitted concentration of half-maximal effect; % is set by controls: 0 for no effect and ±100 for the full control effect; nearly all actives have a fitted effect of over 55% in size
Target sequence (P43220 whole entry, looked up): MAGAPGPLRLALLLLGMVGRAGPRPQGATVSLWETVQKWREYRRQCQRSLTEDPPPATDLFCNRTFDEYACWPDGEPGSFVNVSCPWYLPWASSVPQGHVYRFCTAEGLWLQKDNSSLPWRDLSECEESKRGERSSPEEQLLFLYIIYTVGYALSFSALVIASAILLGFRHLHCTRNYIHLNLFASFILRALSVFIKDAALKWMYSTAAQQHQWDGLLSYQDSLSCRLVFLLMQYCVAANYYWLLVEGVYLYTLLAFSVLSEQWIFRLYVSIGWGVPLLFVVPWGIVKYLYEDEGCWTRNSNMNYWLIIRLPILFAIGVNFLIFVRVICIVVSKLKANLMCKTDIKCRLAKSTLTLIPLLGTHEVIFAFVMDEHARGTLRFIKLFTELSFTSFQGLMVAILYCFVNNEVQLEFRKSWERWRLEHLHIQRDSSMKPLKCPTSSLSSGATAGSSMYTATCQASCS
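Constitutively active GLP-1R drives a cAMP-responsive luciferase in stably transfected HEK293 cells; test compounds are added after overnight (12 h) attachment and left 24 hr, and signal loss in luminescence marks inhibition.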
TDP-43 yeast inh: rescues yeast growth from TDP-43 toxicity; TDP-43 expressing yeast growth rescue, BacTiter-Glo, 24 h; Potency, µM (top dose mostly 46.1 µM), for inactives: top-dose growth rescue (activation), most hits filed as activators; 410,000 tested, 1.8% active; note: potency is the fitted concentration of half-maximal effect; % of control where 0% means no effect; nearly all actives have a fitted effect of over 50% in size
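Cell-based yeast growth screen: TDP-43 expression induced in galactose, inoculum OD600=0.02 after raffinose pregrowth to mid-log. Read-out BacTiter-Glo luminescence at 24 hr, 30 deg C; inhibition of toxicity seen as signal increase.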
GLP1R ag: agonists of human GLP-1 receptor. Potency, µM (doses to about 45.6 µM), without a hit: top-dose activation, hits mostly activators. 380,000 tested, 0.007% active. HEK293 GLP-1R CRE-luciferase, luminescence, 4-6 h; cells express a hypersensitive GLP-1R form. AID 624172. P43220; note: potency is the fitted concentration of half-maximal effect; % of control where 0% means no effect
aSyn rescue: rescues yeast growth from alpha-synuclein toxicity; Yeast expressing alpha-synuclein, growth rescue, BacTiter-Glo, 24 h; Potency, µM (titrated, usually from 46.1 µM), inactives show top-dose growth rescue (activation), most hits filed as activators; 370,000 tested, 0.14% active; AID 652106; note: potency is the fitted concentration of half-maximal effect; % of control where 0% means no effect; nearly all actives have a fitted effect of over 65% in size
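Screening used galactose-induced yeast with toxic alpha-synuclein levels, exposed to compound for 24 hr at 30 deg C. Cell growth, read with BacTiter-Glo luminescence, gave the measured signal.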
DRD3 agonist: D3 dopamine receptor (human) agonism; P35462; D3R DiscoveRx beta-arrestin cells, luminescence, 90 min; max activation, %; 410,000 tested, 0.58% active; AID 652048; in the data active = max activation above about 30%; note: 0% is about no effect; mostly tested at two doses, the higher about 12 µM
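Agonist-mode cell screen: cells plated at 1500/well and incubated overnight at 37 °C, then exposed to library compounds for 90 min at 37 °C. Detection reagent was added for 30–60 min at room temperature, and luminescence was read.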
DRD3 antagonist: antagonists of human D3 dopamine receptor. D3R cells, DiscoveRx beta-arrestin luminescence, antagonist mode; stronger effect = lower value. max response, negative = inhibition, %. 360,000 tested, 2.5% active; in the data active = max response below about -50%; inconclusive = no clear call, values can overlap the other calls; note: % is set by controls: 0 for no effect and ±100 for the full control effect; mostly tested at two doses, the higher about 12 µM
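Cells plated overnight at 1500 cells/well, then exposed to library compounds with dopamine controls for 90 minutes at 37 degrees C. DiscoveRx reagent added for 30–60 minutes at room temperature; luminescence read, quantitative HTS format.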
The depositor's hits bear a star; i = inactive; ? = inconclusive; . = no result given; [ ] = another dose, or the depositor's remark. Unless noted, calls come from the whole dose curve; as a rule, active = well fitted curve in the direction sought with a large enough effect; inconclusive = small, poorly fitted or top-dose-only effect, or another doubt; inactive = no such curve, though single readings can be large; an effect the other way counts as inactive or inconclusive. These rows are one share of the data; the hit share may differ from the screen's.

SMILES	KB-V1 cytotox	HEK293 tox	PTHR1 ag	GLP-1R inv ag	TDP-43 yeast inh	GLP1R ag	aSyn rescue	DRD3 agonist	DRD3 antagonist
CC(C)CC(=O)Nc1ccc(S(=O)(=O)N2CC3CC(C2)c2cccc(=O)n2C3)cc1 (configuration not stated)	-2.2%	7.6%	i	0.3%	7.4%	-10.5%	1.4%	-1.1	-14.1
Cc1ccccc1N1CCN(C2CCCN(C(=O)Cc3c(C)noc3C)C2)CC1 (configuration not stated)	.	14.0%	-6.5%	-5.1%	9.2%	-3.8%	-0.4%	2.6	-19.7
C[C@]12CCC3C(CC[C@H]4C[C@@H](O)CC[C@]34C)C1C/C(=N/O)[C@@H]2O (some centres not stated)	2.1%	2.4%	-12.2%	78.8%[activator]	18.1%	7.4%	10.7%	-0.4	13.2
CCN(CC)CCO	4.4%	0.9%	-2.8%	7.0%	15.0%	-2.7%	3.7%	19.5	9.1
CCc1ccccc1NC(=O)c1cccn(Cc2ccccc2F)c1=O	0.0%	4.6%	-23.7%	1.1%	23.8%	2.8%	2.4%	-1.0	.
COc1cccc(CN2CCN(c3ccc(F)cc3)CC2)c1OC	-28.4%	1.2%	-40.1%[inhibitor]	-12.1%	-0.3%	-7.7%	-3.2%	-9.6	?
Cn1c(=O)n(C)c2cc(CNCCc3ccccc3F)ccc21	-2.6%	-10.7%	-24.8%	-23.7%	20.9%[9.22 µM]	.	.	-17.8	.
CCOC(=O)C(C(=O)OCC)C(Nc1ccc(Br)cc1)c1ccccc1 (configuration not stated)	-2.4%	?	-11.4%[57.5 µM]	?	?	-26.4%	1.2%	-17.2	?
COc1ccc(-n2c(O)c(/C(C)=N/N3CCCCCC3)c(=O)[nH]c2=O)cc1	-9.8%	-10.1%	i	2.0%	15.8%	-0.7%	7.2%	12.5	7.1
CCCCCCn1c(=O)c(C(=O)Nc2c(C)n(C)n(-c3ccccc3)c2=O)c(O)c2ccccc21	1.64µM*	2.5%	-9.5%	13.5%	4.7%	-1.4%	-5.5%	3.3	6.5
CCN(CC)C(=O)Oc1ccc(NC(=O)N2CCOCC2)cc1	0.1%	6.9%	i	9.4%	-5.0%	-4.7%	-7.3%	2.4	-5.7
CN1CC(Br)C(=O)NC1=O (configuration not stated)	5.6%	2.5%	-11.5%	12.3%	20.1%	3.9%	11.9%	-1.5	17.2
Cc1ccc(O)c(C(=O)c2cc(C(=O)NCCC(C)C)c(=O)n(CCC(C)C)c2)c1	?	10.3%	-62.9%[inhibitor]	?	0.0%	19.0%	-4.8%	5.0	-0.3
Fc1ccc(CCNCc2ccc(Br)cc2)cc1	-18.2%	-23.8%	-10.3%	?	-12.4%[0.397 µM]	18.5%	-5.9%	-16.8	-56.4*
CCOC(=O)C(O)(c1ccc(NC(=O)Oc2ccccc2)cc1)C(F)(F)F (configuration not stated)	-29.9%	-4.4%	-14.8%	?	14.7%	-6.4%	7.1%	-10.3	?
O=C(Cc1ccc(N(CCCl)CCCl)cc1)NC(Cc1ccc(Cl)cc1)C(=O)O (configuration not stated)	-0.5%	11.9%	-22.3%	11.8%	8.7%	0.1%	2.7%	-2.5	6.8
Cc1ccc(C(=O)n2cc(CCN3CCS(=O)(=O)CC3)c3ccccc32)cc1	-19.5%	-24.3%	-7.9%[57.5 µM]	0.0%	15.8%	19.8%	13.8%	-0.3	31.1
Cc1ccc(NC(=O)Nc2ccc3nc(N4CCN(C)CC4)cc(C)c3c2)cc1F	15.1%	-4.8%	i	-15.3%	?	.	.	-29.5	.
CCCCn1nnnc1C(c1ccccc1)N1CCC2(CC1)C(=O)NCN2c1ccccc1 (configuration not stated)	-4.8%	-4.3%	-0.4%	?	19.4%	22.5%	-1.1%	-11.8	0.0
COc1ccc(S(=O)(=O)Nc2cc([N+](=O)[O-])ccc2OC)cc1	18.4µM*	?	i	?	19.4%	2.6%	4.0%	-5.8	15.5
COC(=O)C1=C(c2ccc(-c3ccccc3)c(F)c2)C[C@@H]2CC[C@H]1N2C(=O)NCc1ccc(F)cc1	20.6µM*	-6.6%	i	-3.8%	19.5%	-1.1%	21.2%	-4.5	-29.2
COc1ccc(OCC(=O)N2CCN(Cc3cc(=O)n4nc(-c5ccc(OC)cc5)sc4n3)CC2)cc1	5.5%	1.8%	-86.8%[inhibitor]	0.1%	5.8%	.	.	4.8	.
Cc1[nH]c2ccccc2c1CCN	-5.2%	4.3%	i	-16.9%	12.9%	-3.0%	-5.7%	-8.6	-2.8
COc1cc(/C=N/NC(=O)c2cnccn2)cc(OC)c1OC	0.0%	1.0%	i	50.7%[activator]	15.4%	4.5%	5.0%	27.1	-0.9
O=C(Oc1ccc(Cl)cc1)N1CCOCC1	1.8%	7.7%	i	20.0%	20µM*	1.2%	5.3%	6.4	-3.8
CS(=O)(=O)c1ccc(C(=O)OCC(=O)NCc2cccs2)cc1[N+](=O)[O-]	?	?	-6.4%	?	2.2%	-23.1%	-8.8%	-10.6	-59.7*
Cc1ccccc1C(=O)Nc1sc2c(c1C(=O)O)CCC(C(C)(C)C)C2 (configuration not stated)	.	-13.5%	i	?	1.1%	.	.	6.0	.
COc1cc(NC(=O)c2ccco2)ccc1NC(=O)c1ccccc1Cl	0.0%	-28.5%	-6.0%[57.5 µM]	?	10.8%	8.6%	-12.5%	8.1	?
CCCc1cc(N2CCN(c3ccc(OC)cc3)CC2)n2cnnc2n1	-26.4%	-14.5%	-31.7%[inhibitor]	?	?	.	.	19.5	.
COc1cccc(-c2nn(CCC#N)cc2C(=O)Nc2ccccc2Cl)c1	?	-2.3%	i	-12.6%	5.5%	5.8%	20.7%	11.6	5.3
O=[N+]([O-])c1ccccc1CNCCc1c[nH]c2ccccc12	-16.6%	9.7%	12.3%	?	-10.4%	3.0%	-5.7%	-22.4	?
N#Cc1c(/N=C/c2c(O)n(Cc3ccco3)c(=O)[nH]c2=O)sc2c1CCCC2	-6.0%	3.6%	-16.6%[57.5 µM]	0.0%	-5.1%	22.2%	0.0%	10.5	1.4
N#CCCn1cc(C=C2C(=O)NC(=O)NC2=O)c(-c2ccccc2)n1	?	-9.7%	-1.1%	2.0%	-11.6%	-0.6%	-0.5%	-0.3	6.1
Nc1cccc2c1Cc1cc([N+](=O)[O-])ccc1-2	?	0.7%	-24.4%	7.6%	?	2.7%	0.6%	3.0	-2.7
CC(C)OC(=O)C1C(=O)NC2(C)CC1c1ccccc1O2 (configuration not stated)	2.2%	-6.3%	-10.7%[57.5 µM]	1.2%	11.3%	2.9%	6.8%	3.8	2.8
CCOC(=O)C(=Cc1ccc(-n2ccnc2)cc1)C(=O)OCC	?	?	-34.1%	?	-11.7%[0.397 µM]	-6.6%	14.5%	-1.7	-55.6*
CN(C)CCN(CC1CCCN(Cc2ccccc2F)C1)C(=O)Cc1c(F)cccc1F (configuration not stated)	-5.0%	-2.7%	4.4%	?	15.4%	-0.7%	0.5%	-0.3	2.9
O=S(=O)(c1ccc(Cl)c(NC(=S)N/N=C/c2ccc(O)cc2)c1)N1CCOCC1	20.6µM*	10µM*	-95.7%[inhibitor]	?	-0.5%	-60.0%[inhibitor]	-9.4%	5.6	-7.1
CC(C)Cc1nc2cccnc2n1C1CCNCC1	-1.6%	4.3%	-4.2%	8.7%	2.9%	.	.	5.9	.
COc1cc(OC)c2c(-c3ccccc3)cc(=O)oc2c1C(CC(=O)N1CCCC1)c1ccc2c(c1)OCO2 (configuration not stated)	0.6%	?	-33.1%[inhibitor]	?	16.3%	?	12.4%	-32.3	?
Oc1ccc(-[n+]2c(-c3ccccc3)cc(-c3ccccc3)cc2-c2ccccc2)cc1	27.5%	-25.4%	-48.7%[inhibitor]	?	-4.9%	-6.7%	-8.2%	-0.5	9.4
CCCCNc1cc(C)nc(NCc2ccccc2)n1	5.8µM*	11.2µM*	-74.7%[inhibitor][57.5 µM]	?	-12.4%	9.4%	0.7%	-10.9	-62.6*
CN1[C@@H]2CCC[C@H]1CC(=O)C2	9.2%	2.2%	i	6.9%	21.4%	5.3%	-9.9%	22.8	15.1
Cc1nnc2n1-c1ccc(Br)cc1C(c1ccccc1Cl)=NC2	?	-13.4%	i	2.2%	25.0%	0.3%	5.5%	-2.7	12.2
COc1cc(N2CCOCC2)ccc1/C=C1\C(=O)NC(=O)N(Cc2ccc3c(c2)OCO3)C1=O	-10.7%	19.0%[7.66 µM]	-0.7%	0.5%[7.66 µM]	10.8%	-1.9%	-9.8%	3.7	5.1
O=C(C1CCC(=O)N1Cc1ccccc1Cl)N1CCC2(CC1)OCCO2 (configuration not stated)	-27.4%	5.7%	-2.9%	4.8%	15.6%	-1.6%	2.5%	6.2	5.0
COc1ccc(C2CC(c3cccc(Br)c3)=NN2c2ccc(S(N)(=O)=O)cc2)cc1 (configuration not stated)	?	195.6%[activator]	-59.9%[inhibitor]	?	20.6%	-1.6%	?	-13.9	11.3

Limited to GLP1R ag, aSyn rescue and PTHR1 ag, for some of the entries so far:
compound	GLP1R ag	aSyn rescue	PTHR1 ag
CN1[C@@H]2CCC[C@H]1CC(=O)C2	5.3%	-9.9%	i
Cc1nnc2n1-c1ccc(Br)cc1C(c1ccccc1Cl)=NC2	0.3%	5.5%	i
COc1cc(N2CCOCC2)ccc1/C=C1\C(=O)NC(=O)N(Cc2ccc3c(c2)OCO3)C1=O	-1.9%	-9.8%	-0.7%
